# Bioassay records deposited in PubChem BioAssay by several laboratories.
# NR2F2 inh: blocks human COUP-TFII nuclear receptor. P24468. HEK293T NGFI-A luciferase reporter, luminescence. inhibition, % at 8.6 µM. 370,000 compounds, 0.7% hits. AID 686940;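 active = inhibition above a per-plate cutoff, mean inhibition of test wells between control levels plus 3 SD, cut at about 38% in these data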;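 note: cells cotransfected with COUP-TFII expression vector driving the NGFI-A reporter; 0% = median of COUP-TF2 test wells and 100% = reporter-only cells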
# TROY signal inh: inhibitors of TROY-dependent NF-kB signaling | Q293 LMP1-TROYcd NF-kB luciferase reporter, 4 h | 360,000 compounds, 0.98% hits | inhibition, % at 10 µM;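 active = compounds whose plate-normalised and pattern-corrected inhibition of the luciferase reporter signal at the single screening dose is 50% or more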
# SRC2 inh: inhibits human steroid receptor coactivator 2; Q15596; HEK293 GAL4-SRC2 luciferase reporter, luminescence; inhibition, % at 9 µM; 370,000 compounds, 0.17% hits;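 active = inhibition above the mean inhibition of all tested compounds plus 3 SD, set per campaign, cut at about 52% in these data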;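 note: 0% = DMSO treated cells and 100% = cells given Gossypol at 36 µM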
# SRC1 inh: inhibits human SRC1 coactivator | Q15788 | HEK293 GAL4-SRC1 luciferase reporter, luminescence | inhibition, % at 3.6 µM | 360,000 compounds, 0.12% hits | AID 588354;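 active = inhibition above the campaign mean plus 3 SD, with each screening campaign given its own cutoff, cut at about 60% in these data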;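 note: 0% = DMSO treated cells and 100% = gossypol at 36 µM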
# Target sequence (Q15788 whole entry, looked up, the tested form may be a part): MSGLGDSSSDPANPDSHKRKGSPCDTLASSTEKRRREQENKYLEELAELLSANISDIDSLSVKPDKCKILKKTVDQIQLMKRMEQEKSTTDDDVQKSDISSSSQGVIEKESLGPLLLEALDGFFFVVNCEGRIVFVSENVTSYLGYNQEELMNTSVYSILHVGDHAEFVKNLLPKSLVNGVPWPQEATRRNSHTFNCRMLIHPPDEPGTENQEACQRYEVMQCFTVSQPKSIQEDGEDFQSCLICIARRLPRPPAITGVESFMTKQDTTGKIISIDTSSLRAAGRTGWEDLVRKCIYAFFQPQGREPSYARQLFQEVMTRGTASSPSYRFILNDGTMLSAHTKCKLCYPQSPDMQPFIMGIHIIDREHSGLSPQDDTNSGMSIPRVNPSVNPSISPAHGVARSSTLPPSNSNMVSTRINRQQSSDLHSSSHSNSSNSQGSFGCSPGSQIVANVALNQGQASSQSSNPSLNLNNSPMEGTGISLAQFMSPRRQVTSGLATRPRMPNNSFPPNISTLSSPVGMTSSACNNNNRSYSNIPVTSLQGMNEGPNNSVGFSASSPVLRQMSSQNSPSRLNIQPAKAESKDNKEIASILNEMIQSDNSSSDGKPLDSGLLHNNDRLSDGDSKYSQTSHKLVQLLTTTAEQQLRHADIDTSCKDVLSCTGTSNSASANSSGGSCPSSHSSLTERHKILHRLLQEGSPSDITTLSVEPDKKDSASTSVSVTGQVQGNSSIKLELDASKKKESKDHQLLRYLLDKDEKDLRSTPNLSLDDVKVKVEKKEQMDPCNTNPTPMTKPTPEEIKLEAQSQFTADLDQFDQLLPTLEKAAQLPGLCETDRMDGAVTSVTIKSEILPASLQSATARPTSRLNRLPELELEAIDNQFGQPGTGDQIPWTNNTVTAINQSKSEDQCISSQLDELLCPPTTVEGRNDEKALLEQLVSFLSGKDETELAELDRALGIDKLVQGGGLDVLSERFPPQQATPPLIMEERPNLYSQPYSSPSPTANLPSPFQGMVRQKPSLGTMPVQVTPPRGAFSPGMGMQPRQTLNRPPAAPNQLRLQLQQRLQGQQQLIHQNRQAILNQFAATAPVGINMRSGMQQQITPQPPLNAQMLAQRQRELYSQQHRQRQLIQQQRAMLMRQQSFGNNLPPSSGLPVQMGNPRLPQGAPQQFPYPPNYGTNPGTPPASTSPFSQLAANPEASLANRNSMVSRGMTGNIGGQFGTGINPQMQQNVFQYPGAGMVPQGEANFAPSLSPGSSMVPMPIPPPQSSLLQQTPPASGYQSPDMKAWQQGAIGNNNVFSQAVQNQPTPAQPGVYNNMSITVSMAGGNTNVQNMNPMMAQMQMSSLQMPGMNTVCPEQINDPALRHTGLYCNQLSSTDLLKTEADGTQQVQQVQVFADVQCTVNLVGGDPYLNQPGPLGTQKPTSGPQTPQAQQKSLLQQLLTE
# SRC3 inh: inhibits human SRC3 coactivator; Q9Y6Q9; HEK293 GAL4-SRC3 luciferase reporter, luminescence; inhibition, % at 3.6 µM; 360,000 compounds, 0.17% hits; AID 588352;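 active = inhibition above a per-campaign cutoff, the mean of all compounds plus 3 SD, cut at about 60% in these data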;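 note: 0% = DMSO-treated cells and 100% = gossypol-treated cells at 36 µM; higher means less SRC3-driven luciferase light from the GAL4 reporter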
# TWEAK Fn14 block: blocks TWEAK-Fn14 interaction in a reporter cell assay; TWEAK-stimulated Fn14 reporter cells, luciferase luminescence, 8 h; inhibition, % at 10 µM; 360,000 compounds, 2% hits; AID 1159606; in the data active = inhibition above about 50%
# C8 TRAIL sens: sensitizes caspase-8 expressing cells to TRAIL; NB7+C8 cells + TRAIL, ATPlite viability luminescence; 360,000 compounds, 1% hits; inhibition (viability loss, TRAIL sensitization), % at 10 µM;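 active = compounds causing at least 50% loss of cell viability in the single-dose screen, relative to plate controls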
# LRH-1 inv ag: NR5A2 inverse agonism in reporter assay. HEK293T StAR-luciferase reporter, LRH-1 transfected, 24 h. 360,000 compounds, 0.13% hits. O00482. AID 602396. inhibition, % at 3.6 µM;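 active = inhibition above the mean inhibition of all tested compounds plus 3 SD, cut at about 73% in these data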;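 note: 0% = DMSO wells and 100% = reporter-only cells lacking LRH-1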
# KKLEB cytotox: reduces viability of KKLEB cystic fibrosis airway cells | KKLEB CF airway cells viability, ATPlite luminescence, overnight; stronger effect = lower value; cells stimulated with P. aeruginosa culture filtrate | activity change (cytotoxicity), % at 5 µM | 360,000 compounds, 0.36% hits | AID 602141;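 active = corrected activity change at or below -50% at 5 µM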
# CF NFkB block: cystic fibrosis NF-kB activation inhibition | KKLEB NF-kB-GFP reporter, PAF-induced, GFP fluorescence overnight | inhibition, % at 5 µM | AID 588850 | 360,000 compounds, 0.86% hits;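 active = at least 50% inhibition at 5 µM, scaled per plate between neutral and stimulator controls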;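 note: PAF is a Pseudomonas aeruginosa culture filtrate used as stimulus; plate controls were PAF-stimulated DMSO wells for no effect and unstimulated DMSO wells for full effect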
# EBV LMP1 NFkB: reduces LMP1-driven NF-kappaB luciferase signal; inhibition, % at 12.5 µM; LMP1-induced NF-kappaB luciferase reporter cells, luminescence; 350,000 compounds, 0.69% hits; in the data active = inhibition above about 41%;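 note: 0% = neutral control wells and 100% = reference inhibitor control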
# * = called active by the depositor; x = no result given.
structure	TROY signal inh	KKLEB cytotox	CF NFkB block	NR2F2 inh	EBV LMP1 NFkB	LRH-1 inv ag	SRC2 inh	SRC3 inh	SRC1 inh	TWEAK Fn14 block	C8 TRAIL sens
COc1ccc(C(=O)Nc2nnc(S(=O)(=O)Cc3ccc(F)cc3)s2)cc1	-26	-18	0	-1	28	1	-45	-21	-4	2	-2
N#Cc1ccccc1NC(=O)COC(=O)C1CCN(C(=O)c2ccc(Cl)cc2)CC1	-1	0	-7	1	-3	6	-21	-2	8	-12	10
C[C@@H]1O[C@@H](O[C@H]2[C@H](Oc3cc(O)c4c(c3)OC(c3ccc(O)cc3)CC4=O)O[C@H](CO)[C@@H](O)[C@@H]2O)[C@H](O)[C@H](O)[C@H]1O (stereo partly drawn)	-16	-54*	-6	4	4	20	-7	11	7	-5	10
COc1ccc(NC(=O)c2c3c(nc4ccccc24)CCC3)cc1S(=O)(=O)N1CCOCC1	15	10	2	0	-5	8	28	20	12	9	-11
COc1ccc(C2C(C(=O)Nc3ccccc3)=C(C)N=C3SCC(=O)N32)cc1 (stereo not drawn)	6	13	6	9	-7	5	-27	14	-25	4	-14
C[n+]1c(/C=C/c2ccc(O)cc2)ccc2ccccc21	-2	15	-49	-23	2	-25	-54	-24	-47	-1	4
O=C(CSc1nc(-c2ccccc2Cl)ns1)Nc1ccc2c(c1)OCO2	-2	-15	3	-4	-22	9	0	1	10	-20	0
COc1ccccc1C(=O)Nc1ccc2nc(SCC(=O)N(C)C)sc2c1	-2	1	-20	4	-9	-15	-16	-6	5	25	2
COc1ccc(N2CCN(CC(=O)Nc3sccc3C#N)CC2)cc1	3	2	4	12	5	-9	-7	-2	4	0	1
CCOC(=O)c1ccc(NC(=O)c2cccc(S(=O)(=O)N3c4ccccc4CC3C)c2)s1 (stereo not drawn)	9	-4	23	2	-56	10	15	24	-11	54*	29
Oc1ccc(N=Nc2cccc(Cl)c2)cc1C=Nc1ccc(N2CCOCC2)cc1	2	-10	68*	-11	-12	22	8	14	8	46	12
Cc1cccc(S(=O)(=O)N(C)C[C@H]2OCc3cnnn3CCCC(=O)N([C@H](C)CO)C[C@H]2C)c1	12	7	-20	10	-11	1	5	9	-1	2	1
Cc1c(C(=O)OCC(=O)NCc2ccccc2)oc2ccccc12	-19	12	-14	-27	3	8	2	6	-16	-24	-6
CCOC(=O)CCC(=O)N1CCNC(=O)C1	-6	0	4	-1	4	-10	13	8	8	10	-5
CS(=O)(=O)c1cccc(-c2ccc3nncn3c2)c1	14	9	5	-16	x	25	-7	-8	9	13	1
O=P(O)(Cc1ccccc1)c1ccccc1	-16	-1	5	-2	4	12	-15	-12	-8	11	5
COc1cc(/C=N/NC(=O)C(=O)/C=C2\NC(C)(C)Cc3ccccc32)ccc1O	7	7	-26	12	0	11	2	6	1	1	17
CCC(=O)Nc1cc(C(=O)O)ccc1Sc1ccc(C)cc1	-8	-17	17	7	24	-14	2	18	-14	6	-1
Cc1csc2nc(COC(=O)c3cccc(N(C)C)c3)cc(=O)n12	-17	-12	12	-24	-6	-107	-64	-64	-92	-27	1
O=C(O)c1ccccc1NS(=O)(=O)c1cccc(C(F)(F)F)c1	6	8	1	2	-4	0	-2	18	-1	-8	1
CC(C)(C)c1cc(/C=N/O)cc(C(C)(C)C)c1O	37	1	38	17	10	5	42	20	35	54*	1
CCc1nnc(NC(=O)c2ccc(-c3cc(C(F)(F)F)ccc3Cl)o2)s1	4	8	-9	1	4	10	0	-1	-8	1	3
CC(C)Cc1cc(C(=O)N2CCCC(CO)(Cc3ccc(F)cc3F)C2)n[nH]1 (stereo not drawn)	4	1	-10	12	-3	-9	-22	-23	-11	5	-22
Cc1ccccc1-c1nc(CN2CCC(C(=O)NCc3cccs3)CC2)c(C)o1	3	10	4	15	-1	10	-7	-2	-6	14	-6
CC(C)OC(=O)CC1=NC(=O)CS1	13	-3	5	-10	5	5	23	-10	-13	1	-9
COc1ccc(C(=O)C2CCCN(Cc3ccc(C#CCCO)cc3)C2)c(OC)c1 (stereo not drawn)	7	-5	14	10	7	1	-1	1	-35	-5	6
CCOC(=O)C1CCN(C(=O)c2ccc(S(=O)(=O)Nc3ccccc3Cl)cc2)CC1	5	2	-22	14	4	13	-44	-5	-1	-4	-6
Cc1n[nH]c(=O)n1-c1ccc(Oc2ccccc2)cc1	-7	-1	-25	-26	-9	-28	-34	-20	-9	7	38
Cn1cnnc1SCC(=O)Nc1ccc2ccccc2c1	-18	-8	0	-1	-1	-33	19	-32	-29	6	-5
CCc1nc2ccc(C(=O)N(CC)CCN(C)C)cn2c1N(C)Cc1cccs1	-1	-6	8	-4	x	4	-28	0	-6	12	-11
Cc1cc(OC(=O)c2cccc(Br)c2)c([N+](=O)[O-])c(=O)[nH]1	-8	11	-11	6	-8	13	3	-3	0	15	-6
CC(=O)N1CCc2c(sc(NC(=O)CCS(=O)(=O)c3ccccc3)c2C#N)C1	0	-10	-30	-3	0	42	-36	4	7	0	6
C=CCOc1ccc(C2NC(=O)NC(C)=C2C(=O)OC)cc1 (stereo not drawn)	6	0	-12	0	-11	-7	4	-7	-1	1	15
COC(=O)N(C)c1nc2ccccc2s1	-23	2	-9	-35	-5	-18	-30	-18	-44	-16	3
Cc1c(Cl)c([N+](=O)[O-])nn1CCCC(=O)Nc1c(Cl)cccc1Cl	7	9	-26	-1	-2	-5	10	17	1	0	-1
CCCC(C(=O)NC1CCCC1)N(C(=O)c1snc(C(N)=O)c1N)c1ccc(OCC)cc1 (stereo not drawn)	3	5	-2	0	-9	-9	-21	-13	-2	-3	12
O=c1[nH]c(CSc2nnc(-c3ccccc3)n2C2CCCCC2)nc2ccccc12	21	-5	11	-8	-4	-30	7	14	-7	22	-5
CCCN1C(=O)c2ccccc2NC1c1ccc(OC)cc1OC (stereo not drawn)	-2	-13	-5	8	-7	-2	0	-4	1	1	5
CSCC[C@H](NC(=O)CCNC(C)=O)c1nc2ccccc2[nH]1	16	11	-7	-26	5	1	-8	21	-10	-11	-16
COCC(=O)N1C[C@H]2CON(C)[C@H]2C[C@H]1c1cccc(-c2ccccc2)c1	7	2	-6	-4	2	-4	-1	12	-3	-7	-16
CCCC(=O)N1CCN(c2ccc(NC(=O)c3ccco3)cc2)CC1	-4	8	-5	-11	-2	-22	-19	3	-29	2	22
CC(C)NC(=O)c1cc2c(=O)n3ccccc3nc2s1	8	14	-1	-20	-5	-3	-66	-3	4	24	-39
CCc1ccc(S(=O)(=O)NCc2cn3c(C)csc3n2)s1	16	-12	3	-20	6	17	-28	-14	-6	1	13
NC(=O)CC(NC(=O)Cc1ccc(Br)cc1)c1ccc(NCCOc2ccccc2)c([N+](=O)[O-])c1 (stereo not drawn)	-6	-43	-9	2	-1	11	17	4	-4	17	-1
CCOC(=O)C1CCCN1C(=O)C1(NC(C)=O)CCCC1 (stereo not drawn)	9	2	6	-1	5	7	-2	5	2	-5	-23
Cc1ccccc1CN1C[C@@H]2C[C@@H](c3cn[nH]c3-c3ccccc3)N3CCC[C@@]23C1=O	11	-10	9	-23	11	-29	12	9	-20	10	-3
CC(NC(=O)Nc1cccc(F)c1)c1ccc2c(c1)OCO2 (stereo not drawn)	-5	11	-5	14	0	-12	7	-18	7	15	-3
COc1ccc(OCCNC(=O)c2ccccc2OCC(=O)Nc2ccc(NC(C)=O)cc2)cc1	7	16	-20	-5	-12	48	-31	15	-15	7	16

# Of the compounds above, these have a CF3 group:
structure	TROY signal inh	KKLEB cytotox	CF NFkB block	NR2F2 inh	EBV LMP1 NFkB	LRH-1 inv ag	SRC2 inh	SRC3 inh	SRC1 inh	TWEAK Fn14 block	C8 TRAIL sens
O=C(O)c1ccccc1NS(=O)(=O)c1cccc(C(F)(F)F)c1	6	8	1	2	-4	0	-2	18	-1	-8	1
CCc1nnc(NC(=O)c2ccc(-c3cc(C(F)(F)F)ccc3Cl)o2)s1	4	8	-9	1	4	10	0	-1	-8	1	3

# Other entries:
structure	TROY signal inh	KKLEB cytotox	CF NFkB block	NR2F2 inh	EBV LMP1 NFkB	LRH-1 inv ag	SRC2 inh	SRC3 inh	SRC1 inh	TWEAK Fn14 block	C8 TRAIL sens
CC(C)CCNC(=O)COC(=O)c1ccc(Br)o1	-8	7	7	3	5	2	17	5	4	-2	6
Cc1c(C(=O)C(=O)NCCCn2ccnc2)c2ccccc2n1C	-4	8	-8	2	9	5	1	17	10	-1	-27
Cc1ccc(C(=O)CN(CCC(=O)O)C(=O)c2ccncc2)cc1	-19	-8	-6	-7	-6	-13	-12	4	-27	-30	1
COc1cccc(C(=O)CC(=O)C(=O)Nc2ccc(C)cc2Cl)c1	36	1	0	-14	46*	-6	22	18	16	91*	-3
COc1cc(/C=N/NC(=O)c2cccc(C(=O)N/N=C/c3ccc(O)c(OC)c3)n2)ccc1O	-2	0	-7	9	2	7	-35	-18	-12	3	6
Cc1cccc(C)c1NC(=O)COC(=O)C1C2CC3OC(=O)C1C3C2 (stereo not drawn)	0	0	-12	-2	-4	14	10	-15	1	27	-3
OC(C1=CC(=Cc2ccncc2)c2ccccc21)c1ccncc1 (stereo not drawn)	29	-4	-14	37*	17	20	-7	12	-14	55*	-5
CC(=O)c1ccc(NC(=O)C[n+]2ccccc2)cc1	1	2	-2	-9	-11	-15	-9	-6	-2	-1	24
O=C(O)COc1ccc(C(=O)c2ccccc2)cc1	4	-5	1	-12	1	0	20	17	0	2	6
COCCCNc1nnc(Cc2ccccc2)c2ccccc12	8	7	-7	9	-1	-11	-16	9	-11	3	-11
CCOC(=O)C1=NN(C(=O)COc2ccccc2)C(O)(c2ccc(Br)cc2)C1 (stereo not drawn)	5	7	6	3	1	17	-13	9	7	-2	-7
COc1ccccc1NC(=O)c1ccc(Cl)c(S(=O)(=O)NCc2ccco2)c1	12	2	8	-22	1	-6	27	-1	-3	-9	2
Cc1cc(C)n(CCC(=O)Nc2ccc3c(c2)OCCO3)n1	30	11	-7	-24	19	-22	7	3	13	42	0
COc1ccc(C2CC(=O)c3sc(N)nc3C2)cc1 (stereo not drawn)	-11	2	12	4	-11	1	-17	10	-20	-1	7
COC(=O)C(C)NC(=O)C(C)NC(=O)OCc1ccccc1 (stereo not drawn)	-9	4	8	10	-9	3	10	17	1	-2	-2
O=C(NCC1CCCO1)c1ccc(Oc2ccc([N+](=O)[O-])cc2Cl)cc1 (stereo not drawn)	10	5	-5	5	0	-1	-2	14	23	4	4
CC(C)P(=O)(c1cccc(C(=O)O)c1)C(C)C	1	7	-9	8	-3	-9	-18	3	1	3	16
CSc1ncc(C(=O)Nc2ccc(C(C)=O)cc2)c(-c2ccccc2)n1	-7	7	-10	-6	0	-16	-30	-38	-24	4	18
Cc1ccccc1NC(=O)N1CCCC1C(=O)NCc1cccs1 (stereo not drawn)	x	10	-8	4	4	-23	-24	5	14	-20	-10

# Compounds as they come. About 4.2% of those tested had a hit in this group.
